# Screening data from PubChem.
# NCOA2 inhibitor: inhibits human steroid receptor coactivator 2; HEK293 GAL4-SRC2 luciferase reporter, luminescence; AID 651957; Q15596; actives 0.17% (n = 370,000); inhibition, % at 9 µM;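 active = inhibition above the mean inhibition of all tested compounds plus 3 SD, set per campaign, cut at about 52% in these data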;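 note: 0% = DMSO treated cells and 100% = cells given Gossypol at 36 µM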
# TWEAK Fn14 block: blocks TWEAK-Fn14 interaction in a reporter cell assay | TWEAK-stimulated Fn14 reporter cells, luciferase luminescence, 8 h | inhibition, % at 10 µM | actives 2% (n = 360,000); in the data active = inhibition above about 50%
# SRC3 inh: inhibitors of human steroid receptor coactivator 3 (SRC3); Q9Y6Q9; HEK293 GAL4-SRC3 luciferase reporter, luminescence; inhibition, % at 3.6 µM; actives 0.17% (n = 360,000); AID 588352;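 active = inhibition above a per-campaign cutoff, the mean of all compounds plus 3 SD, cut at about 60% in these data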;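 note: 0% = DMSO-treated cells and 100% = gossypol-treated cells at 36 µM; higher means less SRC3-driven luciferase light from the GAL4 reporter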
# TLR9-MyD88 inh: blocks human TLR9 binding to MyD88. Q9NR96+Q99836. CHO BLA complementation TLR9-MyD88, CCF4 FRET ratio. inhibition, % at 4.98 µM. actives 0.21% (n = 340,000). AID 504734;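 active = inhibition above the mean over all tested compounds plus 3 SD, cut at about 21% in these data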;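 note: 0% = DMSO only wells and 100% = clavulanate BLA inhibitor control wells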
# C8 TRAIL sens: caspase-8 TRAIL sensitization | actives 1% (n = 360,000) | NB7+C8 cells + TRAIL, ATPlite viability luminescence | inhibition (viability loss, TRAIL sensitization), % at 10 µM;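 active = compounds causing at least 50% loss of cell viability in the single-dose screen, relative to plate controls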
# NCOA1 inh: inhibitors of human steroid receptor coactivator 1 (SRC1); inhibition, % at 3.6 µM; actives 0.12% (n = 360,000); HEK293 GAL4-SRC1 luciferase reporter, luminescence; AID 588354; Q15788;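 active = inhibition above the campaign mean plus 3 SD, with each screening campaign given its own cutoff, cut at about 60% in these data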;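 note: 0% = DMSO treated cells and 100% = gossypol at 36 µM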
# EBV LMP1 NFkB: reduces LMP1-driven NF-kappaB luciferase signal; actives 0.69% (n = 350,000); LMP1-induced NF-kappaB luciferase reporter cells, luminescence; inhibition, % at 12.5 µM; in the data active = inhibition above about 41%;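 note: 0% = neutral control wells and 100% = reference inhibitor control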
# COUP-TFII inh: blocks human COUP-TFII nuclear receptor; P24468; HEK293T NGFI-A luciferase reporter, luminescence; inhibition, % at 8.6 µM; actives 0.7% (n = 370,000);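 active = inhibition above a per-plate cutoff, mean inhibition of test wells between control levels plus 3 SD, cut at about 38% in these data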;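 note: cells cotransfected with COUP-TFII expression vector driving the NGFI-A reporter; 0% = median of COUP-TF2 test wells and 100% = reporter-only cells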
# TROY signal inh: inhibitors of TROY-dependent NF-kB signaling; Q293 LMP1-TROYcd NF-kB luciferase reporter, 4 h; inhibition, % at 10 µM; actives 0.98% (n = 360,000); AID 1347056;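 active = compounds whose plate-normalised and pattern-corrected inhibition of the luciferase reporter signal at the single screening dose is 50% or more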
# NR5A2 inv ag: suppresses constitutive activity of human LRH-1 | O00482 | HEK293T StAR-luciferase reporter, LRH-1 transfected, 24 h | inhibition, % at 3.6 µM | actives 0.13% (n = 360,000) | AID 602396;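 active = inhibition above the mean inhibition of all tested compounds plus 3 SD, cut at about 73% in these data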;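 note: 0% = DMSO wells and 100% = reporter-only cells lacking LRH-1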
# Target sequence (O00482 whole entry, looked up): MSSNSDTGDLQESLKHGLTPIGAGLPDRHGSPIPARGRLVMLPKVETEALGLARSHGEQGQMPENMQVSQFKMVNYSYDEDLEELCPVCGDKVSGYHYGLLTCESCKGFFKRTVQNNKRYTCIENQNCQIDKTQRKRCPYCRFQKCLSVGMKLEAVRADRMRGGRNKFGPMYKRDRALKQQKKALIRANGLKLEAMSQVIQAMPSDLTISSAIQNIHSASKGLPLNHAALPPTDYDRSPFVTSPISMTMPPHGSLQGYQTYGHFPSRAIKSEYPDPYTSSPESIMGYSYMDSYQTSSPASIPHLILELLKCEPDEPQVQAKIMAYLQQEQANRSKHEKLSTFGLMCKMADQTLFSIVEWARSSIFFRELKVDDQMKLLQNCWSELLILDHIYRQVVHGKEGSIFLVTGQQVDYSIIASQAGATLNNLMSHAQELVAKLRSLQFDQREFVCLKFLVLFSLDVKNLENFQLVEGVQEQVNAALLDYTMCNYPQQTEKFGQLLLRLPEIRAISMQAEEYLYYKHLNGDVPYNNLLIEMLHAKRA
# NOD2-RIPK2 inh: blocks binding of human NOD2 to RIPK2 | O43353 | CHO BLA complementation NOD2-RIPK2, CCF4 ratio | inhibition, % at 4.98 µM | actives 0.38% (n = 360,000); in the data active = inhibition above about 21%;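 note: 0% = vehicle only and 100% = reference blocker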
# Target sequence (O43353 whole entry, looked up): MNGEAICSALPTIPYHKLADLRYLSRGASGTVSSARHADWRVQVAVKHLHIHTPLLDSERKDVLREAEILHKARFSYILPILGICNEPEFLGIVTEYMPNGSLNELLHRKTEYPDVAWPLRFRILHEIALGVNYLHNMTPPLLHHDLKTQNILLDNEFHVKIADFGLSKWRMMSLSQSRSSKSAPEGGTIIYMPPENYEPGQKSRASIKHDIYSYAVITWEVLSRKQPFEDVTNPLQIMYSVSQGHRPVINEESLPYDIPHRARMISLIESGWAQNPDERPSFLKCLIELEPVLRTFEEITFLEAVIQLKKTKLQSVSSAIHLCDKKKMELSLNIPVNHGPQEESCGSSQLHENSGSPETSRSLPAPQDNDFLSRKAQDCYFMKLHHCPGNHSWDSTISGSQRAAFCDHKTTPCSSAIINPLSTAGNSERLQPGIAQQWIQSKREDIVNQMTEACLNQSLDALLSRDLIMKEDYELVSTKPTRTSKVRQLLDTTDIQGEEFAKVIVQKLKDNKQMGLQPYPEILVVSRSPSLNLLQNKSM
# * marks the source's active call; other numbers are inactive results; x = not tested or not shown. A portion of the library; rates above refer to the full screens.
[1] O=C(CC1C(=O)NCCN1Cc1c(F)cccc1Cl)NCCc1ccccn1 (stereo not drawn)
[2] Clc1cccc(-c2nnc(-c3ccno3)o2)c1
[3] CCCCCNC(=O)C(c1ccc(-c2ccccc2)cc1)n1c(=O)c(-c2ccccc2)nc2ccccc21 (stereo not drawn)
[4] C=CCN1C(=O)C(CC(=O)Nc2ccc(OC)cc2)N(Cc2ccco2)C1=S (stereo not drawn)
[5] CC(C)NC(=O)CN(Cc1ccc(F)cc1)C(=O)CCC(=O)Nc1nccs1
[6] O=C(O)CC(CNS(=O)(=O)c1ccccc1)c1ccccc1 (stereo not drawn)
[7] COC(=O)C1CSC(C(=O)OC)N1C(=O)Nc1ccccc1 (stereo not drawn)
[8] O=C(c1cnccn1)N(Cc1cccs1)C1(C(=O)NC2CCCC2)CCCCC1
Assay by compound	1	2	3	4	5	6	7	8
NCOA2 inhibitor	-5	30	-67	11	-32	-7	9	-9
TWEAK Fn14 block	6	-8	x	6	5	6	1	-4
SRC3 inh	-3	-13	x	1	5	0	22	19
TLR9-MyD88 inh	-8	-1	x	-2	-16	-19	-4	5
C8 TRAIL sens	1	0	12	-1	-9	1	7	13
NCOA1 inh	-22	-16	x	-2	-8	-6	-4	-2
EBV LMP1 NFkB	-17	-11	x	5	5	-8	-11	1
COUP-TFII inh	-10	8	-18	14	14	13	6	10
TROY signal inh	-7	-23	x	1	-2	8	8	17
NR5A2 inv ag	-21	-19	-5	-14	10	9	4	-14
NOD2-RIPK2 inh	3	-8	6	-3	-1	-5	-6	-4

[9] COC(=O)c1c(N2C(=O)CCC2=O)sc2c1CCCC2
[10] COc1ccc(CN2C(=O)c3cccnc3C2=O)cc1S(=O)(=O)NC1CCCCC1
[11] COc1ccc(NC(=O)c2cc(=O)[nH]c3ccccc23)cc1
[12] CC(C)CNC(=O)CSc1ccc(S(=O)(=O)N(C)C2CCCCC2)cn1
[13] COc1ccc(C(=O)NCCC(=O)NCc2cc(=O)n(C)c(=O)n2C)cc1
[14] Cc1nc2sc(C(c3ccco3)N3CCN(c4ccc(F)cc4)CC3)c(O)n2n1 (stereo not drawn)
[15] O=C1c2ccccc2C(=O)N1c1ccccc1S(=O)C(F)(F)F (stereo not drawn)
[16] CC(C)CCNC(=O)C1CC(=O)N(C2CCCC2)C1 (stereo not drawn)
Assay by compound	9	10	11	12	13	14	15	16
NCOA2 inhibitor	1	16	13	-13	-6	12	8	4
TWEAK Fn14 block	-6	-13	-19	-12	-12	4	19	0
SRC3 inh	20	11	2	10	8	-10	8	12
TLR9-MyD88 inh	9	5	-3	-6	0	-7	3	1
C8 TRAIL sens	-4	-4	-2	-10	-15	-2	-1	-8
NCOA1 inh	3	-1	-5	-2	-4	-14	-1	-3
EBV LMP1 NFkB	-2	4	7	1	-1	0	3	-8
COUP-TFII inh	-11	-3	2	-3	-2	-9	10	-1
TROY signal inh	1	4	-5	-7	2	-3	x	-14
NR5A2 inv ag	22	15	-15	19	20	5	6	-30
NOD2-RIPK2 inh	-10	3	-2	-9	-2	4	-9	1

[17] COc1ccc2oc(C(=O)N(C)Cc3ccc(OC(F)F)cc3)c(C)c2c1
[18] N#Cc1cc(Cl)c(N2CCOCC2)cc1C#N
[19] Cc1cccc(N2C(=O)C(O)=C(C(=O)c3cccs3)C2c2ccc(C(C)C)cc2)n1 (stereo not drawn)
[20] CCCNC(=S)N1CCN(C(c2ccccc2)c2ccccc2)CC1
[21] CC1CCC(NC(=O)CNC(=O)c2ccc3ccccc3c2)CC1 (stereo not drawn)
[22] COc1cc2nc(Nc3ccc(F)cc3)nc(N)c2cc1OC
[23] CCOc1ccc2nc(N3CCC(C(=O)Nc4nnc(CC)s4)CC3)sc2c1
[24] O=c1[nH]c2ccc(S(=O)(=O)NCc3ccccc3)cc2[nH]1
Assay by compound	17	18	19	20	21	22	23	24
NCOA2 inhibitor	-20	-13	-18	-18	-26	-33	-37	-25
TWEAK Fn14 block	-10	-4	-18	6	-3	-6	-6	-2
SRC3 inh	2	14	19	13	-44	12	-66	7
TLR9-MyD88 inh	-1	-2	-4	-12	4	-8	-5	-4
C8 TRAIL sens	-2	-6	18	-1	3	9	20	4
NCOA1 inh	1	-7	-7	4	-42	13	-45	7
EBV LMP1 NFkB	3	-5	1	-8	-29	-4	-17	-3
COUP-TFII inh	6	6	5	0	-30	-2	-24	-8
TROY signal inh	-36	-16	11	-4	-52	2	-38	-2
NR5A2 inv ag	11	1	-11	13	-34	-2	-41	5
NOD2-RIPK2 inh	-10	-12	-3	1	-6	11	-17	-5

[25] Cc1nc(Nc2ccc(S(N)(=O)=O)cc2)sc1C(=O)Nc1ccccc1
[26] COCC1CCN(C(=O)c2ccc3oc(CCCc4ccccc4)nc3c2)C1 (stereo not drawn)
[27] O=C(NCCc1ccccn1)c1n[nH]c(=O)c2ccccc12
[28] CCC(C(=O)c1ccc2ncccc2c1)c1ccccc1 (stereo not drawn)
[29] Brc1ccc(OCCCN2CCOCC2)cc1
[30] Cc1cc(NC(=O)CSc2n[nH]c(N)n2)no1
[31] Cc1ccc(OCc2ccc(C(=O)O)o2)c([N+](=O)[O-])c1
[32] COc1cccc(OC)c1NC(=O)CN1CCN(C)CC1
Assay by compound	25	26	27	28	29	30	31	32
NCOA2 inhibitor	-16	-20	-10	13	-22	-6	-30	-4
TWEAK Fn14 block	-23	-18	-3	20	-17	4	33	-5
SRC3 inh	3	-37	0	12	-17	10	8	-9
TLR9-MyD88 inh	7	8	0	-5	5	-2	-1	-10
C8 TRAIL sens	2	38	-4	5	4	2	6	-3
NCOA1 inh	-29	-51	-6	3	-23	-65	-43	-2
EBV LMP1 NFkB	0	-9	6	2	-5	-2	-1	1
COUP-TFII inh	2	-6	-8	15	-4	10	-20	-10
TROY signal inh	-18	-28	-21	17	-6	2	-23	-3
NR5A2 inv ag	-4	-18	15	5	-18	-10	-25	-20
NOD2-RIPK2 inh	-14	3	-1	-4	-7	-10	-9	-7

[33] COc1ccccc1CNC(=O)C1CCCN1S(=O)(=O)c1ccc2c(c1)C(C)(C)C(=O)N2C (stereo not drawn)
[34] COC(=O)C1=C(C)N(CCCC(=O)O)C(=O)NC1c1cccc2ccccc12 (stereo not drawn)
[35] CC(=O)c1cccc(NC(=O)NC2CCCc3ccccc32)c1 (stereo not drawn)
[36] CCC(c1nnnn1Cc1ccco1)N(Cc1cc2cc(OC)ccc2[nH]c1=O)C1CCCCC1 (stereo not drawn)
[37] NS(=O)(=O)c1cccc(NC(=O)/C=C/c2cccs2)c1
[38] O=C(NC1CC1)c1cccc(Oc2ccccc2)c1
[39] O=C(Nc1ccccc1)c1ccc(NC(=O)c2cccs2)cc1
[40] CCOc1cc(CNn2cnnc2)ccc1OCC(=O)NC1CCCCC1
Assay by compound	33	34	35	36	37	38	39	40
NCOA2 inhibitor	6	3	14	3	-22	-13	-24	-18
TWEAK Fn14 block	14	-11	3	13	-22	-5	-34	-5
SRC3 inh	-25	6	21	-3	-24	-32	-48	-9
TLR9-MyD88 inh	x	8	0	-7	1	-5	-1	-4
C8 TRAIL sens	-1	-6	-11	-7	32	8	-5	3
NCOA1 inh	-2	-6	2	2	-35	-31	-36	-10
EBV LMP1 NFkB	x	-4	3	-5	-8	-7	-11	-1
COUP-TFII inh	-7	7	-2	7	-38	-21	-7	4
TROY signal inh	-2	-9	-6	6	-32	-44	-38	5
NR5A2 inv ag	11	10	8	-22	-11	-17	-24	11
NOD2-RIPK2 inh	2	0	-12	-4	-6	-4	-5	8

# Along the list, as entered above.
# COUP-TFII inh, compounds 33–38: -7, 7, -2, 7, -38, -21
# NCOA1 inh, compounds 33–38: -2, -6, 2, 2, -35, -31

# (further entries)
[41] C/C(O)=c1/c(=O)nc2cccc3c2=c1c1ccccc1c3=O
[42] Cc1ccc(C(C(=O)NCc2ccco2)N(C(=O)CNC(=O)c2cccs2)c2ccc(C)cc2C)cc1 (stereo not drawn)
[43] CCOc1ncccc1C(=O)NNC(=O)c1cccc(S(=O)(=O)Nc2ccc(OC)cc2)c1
[44] CCCc1ccc(C(O)c2ncc(-c3ccc(OC)cc3)[nH]2)cc1 (stereo not drawn)
[45] COC(=O)N1CCN(c2ccc(C(C)=O)cc2)CC1
[46] Cc1ccc(C)n1NC(=O)c1ccco1
[47] COC(=O)c1sccc1NC(=O)c1cccc(Cl)c1
[48] CCOC(=O)C1=C(C)NC(C)=C(C(=O)OCC)C1C(=O)OCC(=O)NCc1ccccc1OC
Assay by compound	41	42	43	44	45	46	47	48
NCOA2 inhibitor	-79	-6	-9	-13	-1	-25	-7	8
TWEAK Fn14 block	-1	-24	1	-8	-28	32	17	-23
SRC3 inh	-7	16	0	-25	-14	3	13	-1
TLR9-MyD88 inh	-6	6	-5	x	8	1	3	-14
C8 TRAIL sens	-11	-12	-17	-19	-15	-11	5	2
NCOA1 inh	-11	-3	-4	-7	-16	-13	9	2
EBV LMP1 NFkB	1	-10	1	x	4	8	6	2
COUP-TFII inh	-19	14	15	5	-7	-14	-6	8
TROY signal inh	-19	-1	6	-25	1	4	-19	-21
NR5A2 inv ag	-14	12	0	6	22	-24	20	15
NOD2-RIPK2 inh	-10	7	1	-4	6	-2	-1	-12

# Overlap with the part before: four entries, followed by the next part.
[45] COC(=O)N1CCN(c2ccc(C(C)=O)cc2)CC1
[46] Cc1ccc(C)n1NC(=O)c1ccco1
[47] COC(=O)c1sccc1NC(=O)c1cccc(Cl)c1
[48] CCOC(=O)C1=C(C)NC(C)=C(C(=O)OCC)C1C(=O)OCC(=O)NCc1ccccc1OC
[49] COc1cccc(NC2=Nc3cccc4cccc2c34)c1
[50] CC(C)Cc1nc(N2CCN(C(=O)c3ccco3)CC2)c(C#N)c2c1CCC2
[51] CSc1nc(N(C)NC(=O)c2cccc(C)c2)c2ccccc2n1
[52] Cc1cc(C)n(-c2ccc(C(=O)Nc3ccc(C)c(S(=O)(=O)N(C)C)c3)cc2)n1
[53] CC(C)N(C(=S)NCc1ccccc1)C(C)C
[54] COc1ccccc1C(=O)OCC(=O)Nc1cc(S(=O)(=O)N2CCOCC2)ccc1N1CCCC1
Assay by compound	45	46	47	48	49	50	51	52	53	54
NCOA2 inhibitor	-1	-25	-7	8	-15	-16	8	12	-15	5
TWEAK Fn14 block	-28	32	17	-23	-25	13	11	53*	-3	10
SRC3 inh	-14	3	13	-1	-15	20	-4	22	14	-20
TLR9-MyD88 inh	8	1	3	-14	-8	2	9	13	0	7
C8 TRAIL sens	-15	-11	5	2	-2	-15	-2	29	3	-4
NCOA1 inh	-16	-13	9	2	-10	-9	0	8	4	1
EBV LMP1 NFkB	4	8	6	2	1	3	6	17	1	-2
COUP-TFII inh	-7	-14	-6	8	-14	8	-84	48*	-5	1
TROY signal inh	1	4	-19	-21	-9	5	26	20	-15	-2
NR5A2 inv ag	22	-24	20	15	15	4	32	3	4	-10
NOD2-RIPK2 inh	6	-2	-1	-12	2	13	9	3	-5	-8
